# Compound activity from PubChem.
# Pf gamet viab: late stage P. falciparum gametocyte viability inhibitors, primary screen, ATP luminescence, HTS; AID 743093, 2013; inhibition, % at 10.9 µM; P. falciparum stage V gametocytes, 24 h; hit rate 0.065% among 150,000;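 active means inhibition above the mean plus 3 SD of compounds within the control limits, set per campaign, cut at about 38% in these data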;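 further: 0% = DMSO wells and 100% = medium only without gametocytes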
# Avidin bead fluor: green autofluorescence of compounds with avidin beads – biophysical, 488/530 nm, flow cytometry, artefact control, profiling panel; compound fluorescence 488/530 nm; active compounds read high; fluorescence (KMESF) at 10 µM; hit rate 0.38% among 220,000; AID 1775, 2009; in the data active means fluorescence above about 47; further: inactives centre near 10
# Mcl1 Noxa PPI: Mcl-1/Noxa binding inhibitors, primary screen, biochemical, TR-FRET, 1536-well; inhibition, % at 21.7 µM; TR-FRET Mcl-1/Noxa peptide binding, 2 h; hit rate 1.5% among 220,000; Induced myeloid leukemia cell differentiation protein Mcl-1 (Homo sapiens), Q07820;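 active means compounds that cut the protein-peptide binding signal by more than 50% relative to plate controls in a single-dose test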;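 further: His-tagged Mcl-1 with rhodamine Noxa BH3 peptide and terbium anti-His antibody; 0% = Mcl-1 plus Noxa peptide wells and 100% = peptide-only wells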
# Target sequence (Q07820 whole entry, looked up): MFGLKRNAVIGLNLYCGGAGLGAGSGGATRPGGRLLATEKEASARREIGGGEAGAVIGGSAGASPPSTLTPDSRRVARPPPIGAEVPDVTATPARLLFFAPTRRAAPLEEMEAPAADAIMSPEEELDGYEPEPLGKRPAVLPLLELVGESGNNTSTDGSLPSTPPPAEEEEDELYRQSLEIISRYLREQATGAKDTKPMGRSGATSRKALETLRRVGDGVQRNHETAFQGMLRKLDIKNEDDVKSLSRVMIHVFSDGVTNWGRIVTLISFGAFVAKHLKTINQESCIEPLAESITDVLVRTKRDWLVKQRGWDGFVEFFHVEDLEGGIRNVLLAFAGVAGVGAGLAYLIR
# The depositor's hits bear a star; & = joins results of further samples.
# Under each structure – Pf gamet viab	Avidin bead fluor	Mcl1 Noxa PPI
> COc1ccc(C2CC(c3ccc(OC)cc3)n3nc(NS(C)(=O)=O)nc3N2)cc1 (centres undefined)
    14	4	21
> O=C(NCC(c1cccs1)N1CCOCC1)c1ccc(Cl)c(S(=O)(=O)N2CCOCC2)c1 (centres undefined)
    -15	3	5
> COc1cccc(SCc2noc(C(=O)NCc3ccccc3)c2C(=O)NCc2ccccc2)c1
    8	13	6
> Cc1ccc([N+](=O)[O-])cc1-c1ccc(/C=N/NC(=O)CN2CCOCC2)o1
    -12	5	-4
> CC(C)C[C@@H](CSc1ccc(Br)cc1)N1CCN(CC(C)C)CCC1=O
    16	7	-6
> Clc1ccc(OCc2nnc3n2CCCCC3)c(Cl)c1
    -3	4	-5
> Nc1ccc(S(=O)(=O)N2CCCC2C(=O)O)cc1 (centres undefined)
    -2	9	25
> C/C(Cc1ccccc1)=N/NC(=O)CNC(=O)C(c1ccccc1)c1ccccc1
    19	11	-13
> Cc1ccc(-c2cc(C(=O)Nc3c(C)n(C)n(-c4ccccc4)c3=O)[nH]n2)c(O)c1C
    -18	8	-1
> Cc1ccc(-c2nn(CCC(=O)NN3CCOCC3)c(=O)c3ccccc23)cc1
    3	6	-1
> O=C(NCc1ccco1)/C(=C\c1ccco1)NC(=O)c1ccco1
    -42	6	10
> Cc1nc(C(=O)Nc2ccccc2)sc1C1(C)CC(c2cccnc2)=NO1 (centres undefined)
    -20	7	-29
> O=C(c1ccoc1)N1CCC2(CC1)Oc1ccc(Cl)cc1C(=O)C21CC(c2ccccc2)=NO1 (centres undefined)
    -17	7	1
> CC(C)(C)NC(=O)C(c1ccccn1)N(C(=O)c1csnn1)C1CCCC1 (centres undefined)
    -16	14	7
> CCOC(=O)N1CCc2c(sc(NC(=O)CN3CCOCC3)c2C#N)C1
    5	6	-1
> Cc1ncc(S(=O)(=O)C(C)(C)C)c(N)n1
    0	10	6
> OCCN(CCO)CC(O)COc1ccc(Br)cc1 (centres undefined)
    -6&-8	11&8	-10&0
> O=C(O)CCC(=O)N1CCN(c2ncccn2)CC1
    17	7	-9
> COc1ccc2[nH]c(C(=O)NCCc3ccccc3)cc2c1
    -22	7	-4
> O=C(Cn1cc2c(n1)CCCCC2)Nc1c(F)cc(F)cc1Br
    -5	6	-22
> Cc1ccc(C(=O)N2C(=O)C(c3ccccc3)Oc3ccccc32)cc1 (centres undefined)
    11	7	0
> O=C(O)c1ccc(-n2cccc2/C=C2/NC(=O)N(c3ccccc3)C2=O)cc1
    -11	7	72*
> O=C(/C=C/c1cc([N+](=O)[O-])ccc1OC(F)F)Nc1cccc([N+](=O)[O-])c1
    7	9	47
> CCOc1ccc2c(c1)[nH]c(=S)n2C
    -10	6	-7
> Cc1cccc(-n2c(O)c(C=Nc3ccccc3O)c3ccccc3c2=O)n1
    -19	25	24
> O=C(O)CSc1cc(C(=O)c2ccccc2O)cn2c(=O)c3c4c(sc3nc12)CCCC4
    6	8	80*
> COc1ccc(-n2c(N)c(C(=O)Nc3c(C)n(C)n(-c4ccccc4)c3=O)c3nc4ccccc4nc32)cc1
    -17	116*	27
> C/C(=N/NC(=O)CC(=O)N/N=C(\C)c1ccc([N+](=O)[O-])cc1)c1ccc([N+](=O)[O-])cc1
    -7	8	-1
> Cc1cccc(-n2ccnc2CN2CCN(C(C)C)C(CCO)C2)c1 (centres undefined)
    10	4	-32
> CCOC(=O)Cn1c(=O)c(-c2cc(Br)ccc2N)nc2ccccc21
    -4	8	13

# Brought forward from above: 2 entries, then new ones.
# Under each structure – Pf gamet viab	Avidin bead fluor	Mcl1 Noxa PPI
> Cc1cccc(-n2ccnc2CN2CCN(C(C)C)C(CCO)C2)c1 (centres undefined)
    10	4	-32
> CCOC(=O)Cn1c(=O)c(-c2cc(Br)ccc2N)nc2ccccc21
    -4	8	13
> COc1cc(/C=N/N(C)C)cc(Br)c1O
    5	6	25
> COc1ccc(C2=NN(C(=O)CN3CCCCC3)C(c3ccc(OC)cc3)C2)cc1 (centres undefined)
    -184	7	-8
> CC(C)OP(=O)(CCP(=O)(OC(C)C)OC(C)C)OC(C)C
    0	4	-4
> CC(Cc1ccccc1)NC(=O)c1cc([N+](=O)[O-])ccc1Cl (centres undefined)
    -14	7	0
> COc1ccccc1CNC(=O)C(=O)NCC1OCCN1C(=O)c1ccc(Cl)cc1 (centres undefined)
    -8	8	-13
> COc1cc(NC(=O)C(=O)N2CCN(C)CC2)c(OC)cc1Cl
    -5	5	0
> COc1ccccc1NNC(=O)c1cc(C(C)(C)C)nn1Cc1ccccc1
    8	6	3
> O=C(N/N=C/c1cccs1)c1cccnc1
    -3	7	12
> Cc1ccc(C2N(c3cccc(Cl)c3)C(=O)N3CCCN23)cc1 (centres undefined)
    -7	12	-12
> O=S(=O)(CCN1CCSCC1)c1ccccc1
    6	8	0
> O=C(O)CCCCCNC(=O)Cn1nnc2ccccc2c1=O
    7	8	-2
> O=C(c1cc(S(=O)(=O)N2CCOCC2)c(Cl)cc1Cl)N1CCCCC1CO (centres undefined)
    3	6	4
> O=C(Nc1cc(S(=O)(=O)N2CCCCC2)ccc1N1CCCCC1)c1ccncc1
    -5	12	-13
> Cn1nccc1-c1cc(Cl)cc(Cl)c1O
    18	4	15
> Cc1cc(NC(=O)Nc2cccc(Cl)c2)n(-c2ccccc2)n1
    18	11	-13
> Cc1nn(-c2ccccc2)nc1CNS(C)(=O)=O
    -6	6	6
> Cc1ccc(Cl)cc1NC(=S)N/N=C/c1cccc2ccccc12
    8	5	1
> CCOC(=O)/C(C#N)=C(\O)c1ccc(NC(=O)c2ccc([N+](=O)[O-])cc2)cc1
    3	59*	23
> COC(=O)c1sc(-c2ccc(Cl)cc2)cc1NC(=O)COCC(=O)O
    -8	8	3
> CNNC(=S)Nc1ccc(Cl)cc1
    -1	3	6
> COc1ccc(C(=O)NCC(=O)N/N=C(\C)c2ccco2)cc1OC
    9	5	1
> CC(=O)NCc1ccc(C(=O)O)cc1
    6	11	-7
> COc1ccc(C(=O)[C@H]2[C@H]3C(=O)N(c4ccc(OC(C)=O)cc4)C(=O)[C@H]3C3C=CC=NN32)cc1 (some centres undefined)
    -19	5	8
> NC(=O)CSc1n[nH]c(-c2ccco2)n1
    0	8	-6
> CCOC(=O)c1nnn2c1nc(N1CCOCC1)c1ccccc12
    -26	32	2
> CCC1(C)Cc2ccccc2-c2nc(NCCCO)n(C)c(=O)c21 (centres undefined)
    2	6	5
> CCSC(=O)NC1CCCCC1
    -6	7	-4
> O=C(C1CC1)N(Cc1nc2ccccc2c(=O)[nH]1)Cc1cccs1
    -26	8	7
> COc1ccc(/C=C/C(=O)c2cc(Cl)cc(Cl)c2O)c(OC)c1
    -4	7	-21
> CN1CCN(C(=S)NC(=O)c2ccc(Br)cc2)CC1
    -7	6	-3

# Under each structure – Pf gamet viab	Avidin bead fluor	Mcl1 Noxa PPI
> O=C(Nc1ccc(F)cc1)c1ccc2nsnc2c1
    -31	9	18
> CCOc1ccc2[nH]c3c(N4CCc5ccccc5C4)ncnc3c2c1
    10	7	27
> Fc1cccc(NC(=S)NCc2ccccc2Cl)c1
    -17	4	16
> COc1cccc2cc(C(=O)OCC(=O)NCc3ccc4c(c3)OCO4)c(=O)oc12
    9	6	3
> Cc1c(Cl)cccc1NC(=S)Nc1ccc2[nH]c(=O)[nH]c2c1
    -20	8	12
> Cc1cc(C)n2c(nc3ccccc32)c1C(=O)NN
    -5	11	0
> COc1cccc(/C=N/n2c(-c3cc(C)[nH]n3)n[nH]c2=S)c1OC
    -8	4	17
> CCCCOC(=O)/C=C\C(=O)NC(N)=O
    -16	2	5
> CC(=O)c1sc(-c2ccc(F)cc2)cc1NS(=O)(=O)c1ccc(C)cc1
    19	7	5
> N#CCCN(Cc1ccccc1)C(=O)Nc1ccc2c(c1)CCO2
    6	9	20
> Cc1nnc(N/N=C/c2c[nH]c3ccccc23)[nH]c1=O
    -11	7	-2
> COC(=O)[C@H](CC(C)C)NC(=O)NCCC1=CCCCC1
    -6	9	10
> COc1ccc2[nH]c(=O)c(CN(C(=O)c3cccnc3)c3ccc(C)cc3C)cc2c1
    3	8	-1
> Cc1ccc2c(c1)C(C)CC(C)(C)N2C(=O)CN1CCN(C)CC1 (centres undefined)
    0	10	2
> CC(/C=N/n1c(COc2ccccc2)n[nH]c1=S)=C\c1ccco1
    5	5	10
> CCCn1c(SCC(=O)Nc2cccc(S(=O)(=O)N(C)C)c2)nc2ccccc2c1=O
    21	4	-26
> COC(=O)/C(C#N)=C/c1c(-c2ccccc2)nc2n1CCS2
    -6	6	-1
> CC(C)NC(=O)N(O)C1N(C(C)C)C(=O)N(Cc2ccc3c(c2)OCO3)C1(C)C (centres undefined)
    17	8	-12
> Cc1ccc2oc(=O)cc(CN3CCN(C/C=C/c4ccccc4)CC3)c2c1
    16	6	13
> CCN(CC)CCNC(=O)c1ccc(NC(=O)c2ccc(Cl)c(S(=O)(=O)N3CCCCCC3)c2)cc1
    19	7	28
> O=C(N/N=C/c1cccn1-c1ccc([N+](=O)[O-])cc1)c1cccnc1
    24	9	25
> COc1ccc(Cl)cc1CN1CCOCC1
    4	8	17
> CCC1(C)Cc2ccccc2-c2nc(NCCCO)[nH]c(=O)c21 (centres undefined)
    -2	2	1
> O=C(N/C=C/c1ccco1)Nc1cccc(Cl)c1
    5	4	23
> CN1C(C(=O)NCC2CC2)CC2Cn3c(nc4cc(Cl)c(Cl)cc43)C21 (centres undefined)
    -11	8	-1
> Cc1nc(NC(=S)NC(=O)c2ccccc2)sc1C
    9	6	5
> CCC(C)[C@H](NC(=O)NCc1ccco1)C(=O)OC (some centres undefined)
    2	8	-2
> CNC(=O)N(O)C1N(/N=C/c2cccs2)C(=S)SC1(C)C (centres undefined)
    -18	7	-13
> Cc1ccc(F)cc1S(=O)(=O)NCc1ccc(N2CCN(C)CC2)cc1
    12	10	19
> Cc1ccc2[nH]c(=O)c(CN(CCc3ccccc3)C(c3nnnn3Cc3ccco3)C(C)C)cc2c1 (centres undefined)
    -11	8	0

# Some values from the list:
# CCN(CC)CCNC(=O)c1ccc(NC(=O)c2ccc(Cl)c(S(=O)(=O)N3CCCCCC3)c2)cc1 in Mcl1 Noxa PPI = 28
# N#CCCN(Cc1ccccc1)C(=O)Nc1ccc2c(c1)CCO2 in Mcl1 Noxa PPI = 20
# COc1ccc(Cl)cc1CN1CCOCC1 in Mcl1 Noxa PPI = 17
# Cc1ccc2[nH]c(=O)c(CN(CCc3ccccc3)C(c3nnnn3Cc3ccco3)C(C)C)cc2c1 (centres undefined) in Mcl1 Noxa PPI = 0
# COc1ccc2[nH]c(=O)c(CN(C(=O)c3cccnc3)c3ccc(C)cc3C)cc2c1 in Mcl1 Noxa PPI = -1
# Cc1ccc2oc(=O)cc(CN3CCN(C/C=C/c4ccccc4)CC3)c2c1 in Avidin bead fluor = 6

# (next part)
# Under each structure – Pf gamet viab	Avidin bead fluor	Mcl1 Noxa PPI
> Nc1nonc1-n1nnc(C(=O)N/N=C/c2ccc(O)cc2)c1COc1ccc(F)cc1
    13	7	-11
> CCCCC(=O)NNC(=O)c1c(O)c2ccccc2[nH]c1=O
    -14	6	-27
> CC1(C)CC(NC(=O)N2c3ccccc3Sc3ccccc32)CC(C)(C)N1
    -15	8	11
> CCn1c(=O)c([N+](=O)[O-])c(NCCCn2ccnc2)c2ccccc21
    -17	6	7
> CC1SCC(NC(=O)c2ccc(Cl)cc2)CS1 (centres undefined)
    13	7	6
> COc1ccc(C/C(C)=N\NC(=O)c2c[nH]c3ccccc23)cc1OC
    -7	8	10
> COc1ccc(CN2C(=O)Cc3c2nc(N)c2c(N)nc(N4CCOCC4)c(C#N)c32)cc1
    -6	12	36
> Cc1ccc(-c2n[nH]c(=O)c3ccccc23)cc1S(=O)(=O)Nc1ccc(F)cc1
    14	4	13
> O=C(/C=C/c1ccccc1)NC(=O)c1ccccc1O
    5	15	19
> O=C(NCCc1c[nH]c2ccccc12)/C(=C\c1cccnc1)NC(=O)c1ccccc1F
    -3	4	19
> C/C=C/C=C\C(=O)Nc1cccc(C2=NOC3(C2)C[C@@H](C(N)=O)N(C(=O)/C(C)=C/C)C3)c1 (some centres undefined)
    -21	9	6
> CCOC(=O)c1ccc(NC(=O)c2nc[nH]c2C(=O)N[C@H](C)c2ccccc2)cc1
    16	16	-95
> O=c1c(-c2ccco2)[n+]([O-])c2ccccc2n1OCc1c(F)cccc1F
    19	6	33
> Cn1c(=O)[nH]c(=O)c2c1nc1n2CC(COc2ccc3ccccc3c2)O1 (centres undefined)
    -5	7	-19
> C/C(=N\NC(=S)Nc1c(C)cccc1C)c1ccc(O)cc1
    1	9	-19
> CC1Oc2ccccc2C=C1/C=N/NC(=O)[C@@H](C)NC(=O)OC(C)(C)C (some centres undefined)
    6	7	4
> O=C(N/N=C/C(Cl)=C\c1ccccc1)c1cccs1
    12	8	10
> O=C(O)CSCC(=O)Nc1ccccn1
    13	6	8
> N#CNC(=Nc1cccc(Cl)c1)Oc1ccccc1
    -8	6	8
> Cc1nc2ccc(NC(=O)NC(=O)c3c(Cl)cccc3Cl)cc2o1
    -11	5	-13
> CCOc1cc(/C=N/Nc2nn3cnnc3c3ccccc23)ccc1O
    -12	9	56*
> NC1=NC(=Nc2ccc(S(=O)(=O)N3CCOCC3)cc2)c2ccccc21
    -18	7	7
> CCn1c(NCCCO)nc2c(c1=O)C(C)(CC)Cc1ccccc1-2 (centres undefined)
    9	17	-15
> C=C(C)C(=O)N1CC2(CC(c3cccc(NC(=O)COc4ccc(Cl)cc4)c3)=NO2)C[C@@H]1C(N)=O (some centres undefined)
    2	14	-7

# Not all compounds are listed. The share of hits here may be higher or lower than overall.
